Bioassay records (PubChem BioAssay)
AmpC no deterg: blocks E. coli AmpC beta-lactamase in detergent-free assay | P00811 | AmpC nitrocefin hydrolysis, absorbance 480 nm, 0.0001% Triton | Potency, µM (top dose mostly 57.1 µM), for inactives: top-dose activity change, negative = inhibition, actives largely listed as inhibitors | 330,000 compounds, 0.52% hits;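 note: potency is the fitted concentration of half-maximal effect; plate controls were no compound for no effect and no enzyme for full effect; nearly all actives have a fitted effect of over 20% in size; some results filed as inactive show a strong effect at the top dose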
Target sequence (P00811 whole entry, looked up): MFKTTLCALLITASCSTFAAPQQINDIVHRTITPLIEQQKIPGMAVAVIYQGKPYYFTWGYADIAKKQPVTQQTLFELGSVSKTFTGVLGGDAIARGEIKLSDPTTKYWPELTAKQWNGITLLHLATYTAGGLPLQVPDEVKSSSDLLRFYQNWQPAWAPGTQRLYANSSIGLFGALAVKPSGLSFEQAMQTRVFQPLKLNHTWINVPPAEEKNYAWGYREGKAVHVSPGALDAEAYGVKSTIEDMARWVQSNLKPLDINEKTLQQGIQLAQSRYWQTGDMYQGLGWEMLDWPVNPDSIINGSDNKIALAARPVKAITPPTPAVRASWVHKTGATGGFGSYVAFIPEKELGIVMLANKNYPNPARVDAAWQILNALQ
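20 mM phosphate pH 7.0 + 0.01% (detergent screen) or 0.0001% Triton X-100; 5.3 nM AmpC reagent; cpd preinc 15 min RT; nitrocefin (800 uM stock) to start; A480 q20 s × 4 min; Activity was normalised to no-enzyme and no-compound control wells.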
AmpC detergent: AmpC beta-lactamase inhibition with detergent present. AmpC hydrolysis of nitrocefin, absorbance 480 nm, 0.01% Triton. 370,000 compounds, 0.041% hits. P00811. Potency, µM (highest dose often 114 µM), for inactives: at the highest dose activity change, negative = inhibition, usual class: inhibitors;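 note: potency is the fitted concentration of half-maximal effect; 0% = no-compound wells and -100% = no-enzyme wells; nearly all actives have a fitted effect of over 25% in size; some results filed as inactive show a strong effect at the top dose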
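20 mM phosphate pH 7.0 + 0.01% (detergent screen) or 0.0001% Triton X-100; 5.3 nM AmpC reagent; cpd preinc 15 min RT; nitrocefin (800 uM stock) to start; A480 q20 s × 4 min; Activity was normalised to no-enzyme and no-compound control wells.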
AMA1 RON2 block: inhibitors of Plasmodium falciparum AMA1-RON2 interaction; 360,000 compounds, 0.2% hits; Potency, µM (highest dose often 58.2 µM), for inactives: at the top dose activity change, negative = inhibition, most hits filed as inhibitors; AlphaScreen AMA1-biotinylated RON2 peptide binding;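 note: potency is the fitted concentration of half-maximal effect; 0% = vehicle wells and -100% = peptide control; nearly all actives have a fitted effect of over 45% in size; some results filed as inactive show a strong effect at the top dose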
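AMA1 (3D7) with his tag at 25 nM final met compounds first, then biotinylated RON2 peptide at 25 nM; detection used donor plus acceptor beads, 10 µg/mL apiece, read by AlphaScreen after 30 min at room temperature.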
HCMV antiviral: human cytomegalovirus inhibition. HFF cells, HCMV-luciferase reporter, 72 h; stronger effect = lower value. activity change, negative = inhibition, % at 57.5 µM. 410,000 compounds, 4.5% hits. AID 1259415; in the data active = activity change below about -60%; inconclusive = no clear call, values can overlap the other calls; inactive = above about -39%
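Two-dose cell screen: HFF monolayers treated with compounds and infected with luciferase-expressing HCMV at 1 PFU/cell, 72 h at 37C, then lysed for luciferase measurement.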
Sm TGR block: inhibitors of Schistosoma mansoni thioredoxin glutathione reductase | purified TGR, DTNB reduction, TNB absorbance 405 nm | Potency, µM (highest dose often 114 µM), without a hit: at the highest dose activity change, negative = inhibition, actives largely listed as inhibitors | AID 485364 | Q962Y6 | 360,000 compounds, 3% hits; note: potency is the fitted concentration of half-maximal effect; nearly all actives have a fitted effect of over 60% in size
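First, TGR (20 nM dispensed) and NADPH were mixed with compound. Second, a 15 min room-temperature incubation followed. Third, further NADPH and then DTNB were added to start the reaction. Finally, TNB absorbance was monitored kinetically.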
FBPA Giardia inh: inhibitors of Giardia lamblia fructose-1,6-bisphosphate aldolase; AID 2451; Potency, µM (doses to about 59.6 µM), inactives show at the highest dose activity, negative = inhibition, most hits filed as inhibitors; 290,000 compounds, 0.71% hits; purified Giardia FBPA; A8B2U2; note: potency is the fitted concentration of half-maximal effect; nearly all actives have a fitted effect of over 55% in size
Target sequence (A8B2U2 whole entry, looked up): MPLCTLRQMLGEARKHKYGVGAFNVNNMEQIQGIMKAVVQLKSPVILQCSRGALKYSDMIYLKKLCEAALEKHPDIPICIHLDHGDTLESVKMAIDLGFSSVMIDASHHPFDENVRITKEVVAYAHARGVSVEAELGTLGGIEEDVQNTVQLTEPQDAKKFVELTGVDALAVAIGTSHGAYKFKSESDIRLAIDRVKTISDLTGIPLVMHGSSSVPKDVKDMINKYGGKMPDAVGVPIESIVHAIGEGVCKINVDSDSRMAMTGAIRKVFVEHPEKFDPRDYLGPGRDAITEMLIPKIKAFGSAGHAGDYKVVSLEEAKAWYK
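Giardia FBPA (40 nM reagent) was preincubated 10 min at RT with compound (up to 57.5 uM final), then substrate plus GAPDH/TPI/NAD/arsenate coupling system with diaphorase/resazurin was added; resorufin fluorescence (525/598 nm) was read after 20 min.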
Starred values were filed as active, the others as inactive; ? = inconclusive; nt = not tested or not shown; & = joins results of further samples; [ ] = dose if it differs, or a comment. Unless noted, calls come from the whole dose curve; as a rule, active = well fitted curve in the direction sought with a large enough effect; inconclusive = small, poorly fitted or top-dose-only effect, or another doubt; inactive = no such curve, though single readings can be large; an effect the other way counts as inactive or inconclusive. Unless noted, % is set by controls: 0 for no effect and ±100 for the full control effect.

SMILES	AmpC no deterg	AmpC detergent	AMA1 RON2 block	HCMV antiviral	Sm TGR block	FBPA Giardia inh
CCOc1ccc(CCNC(=O)c2sc3ncccc3c2-n2cccc2)cc1OCC	nt	3%	nt	23	1%	nt
CC(=O)Oc1ccccc1C(=O)Nc1ncc([N+](=O)[O-])s1	-11%	1%	nt	nt	-17%	?
COc1ccc(-c2csc(NC(=O)/C(N=Nc3ccccc3)=C(\C)O)n2)cc1	-27%	-2%	nt	nt	2%[57.1 µM]	0%
COc1cc(C(=S)N2CCOCC2)cc(OC)c1O	-16%	-9%	1%	-36	1%	-7%
Cc1ccc(NC(=O)C(C)Sc2nnc(-c3cccnc3)n2-c2ccccc2)cc1 (stereo unspecified)	94%[activator]	-2%	-8%	5	-2%	1%
COc1ccccc1C(=O)Nc1ccccc1N1CCN(S(C)(=O)=O)CC1	109%[activator]	-1%	-3%	19	0%	20%
O=C(NCCn1ccc2ccccc21)c1ccc(S(=O)(=O)N2CCCCC2)cc1	-27%	8%	-18%	-67*	-4%	0%
O=C(O)C1C2C=CC(C2)C1C(=O)NCc1ccccn1 (stereo unspecified)	-12%	?	nt	nt	-9%	-1%
Cc1cc(C)c(NC(=O)CN(C)CC(=O)N(C)CC(=O)Nc2c(Cl)cccc2Cl)c(C)c1	40%	4%	10%	-17	-21%	nt
Cc1csc(CNC(=O)c2ccc(OC3CCN(CCc4ccccc4)CC3)cc2)n1	50%[activator]	-8%	10%	-13	-20%	nt
NNc1nc2cccnc2n(CCNc2ncc(C(F)(F)F)cc2Cl)c1=O	-3%	-9%	45%[activator]	?	39%[activator]	?
Nc1nc2ccc(C(=O)NCCOC(=O)C3CCCCC3)cc2s1	-21%	-8%	-8%	34	nt	9%
Nc1nc(NCc2c(F)cccc2Cl)nn1-c1ccccc1	-57%	?	-16%	41	10%	-17%
Cc1sc2ncnc(Sc3nnnn3-c3ccccc3)c2c1C	-14%	?	5%	-71*	?	2%
C[C@H](CO)N1C[C@H](C)[C@@H](CN(C)C(=O)Nc2ccccc2)Oc2c(NS(=O)(=O)c3ccccc3)cccc2C1=O	57%	nt	8%	4	nt	nt
Cc1ccc(Cc2c(C)nc3nc(SCC(=O)NCCCN4CCCCC4)nn3c2C)cc1	52%	-8%	-9%	?	-1%	9%
CCOC(=O)C1CCCN(C(=O)c2ccc3c(c2)N(Cc2ccccc2F)C(=O)c2ccccc2S3=O)C1 (stereo unspecified)	nt	-8%	nt	11	-2%	nt
CC(NS(=O)(=O)c1ccc(Cl)cc1)C(=O)N1CCOCC1 (stereo unspecified)	69%[activator]	-15%	15%	2	5%	6%
Nn1c(SCC(=O)Nc2ccccc2)nnc1-c1cccnc1	-10%	-13%	-2%	35	4%	12%
Cc1ccc(C(c2nnnn2C(C)(C)C)N(Cc2ccco2)Cc2cccs2)cc1 (stereo unspecified)	-10%	-1%	-11%	-26	3%	1%
[O-][n+]1c2ccccc2c2n1CCCN=C2c1ccc(Cl)cc1	7%	-12%	0%	78	-3%	nt
COc1ccc(C(=O)Nc2ccc(C)cc2C(=O)c2ccccc2)cc1	-22%	?	-6%[2.32 µM]	?	0%	-1%
CCc1csc(CCNC(=O)C2CCC(=O)N(CCc3cccc(F)c3)C2)n1 (stereo unspecified)	70%[activator]	3%	-20%	38	4%	nt
CCN1C(=NCCCOC(C)C)N[C@@H](CCc2ccccc2)[C@H](C(=O)NCCCOC(C)C)[C@H]1C	118%&151%[activator]	?	-4%	-14	-11%	-12%
O=C(CSc1nc(-c2ccccc2)nc2cc(=O)[nH]n12)Nc1ccccc1	nt	-1%	nt	1	-5%	nt
CC(C)C(NS(=O)(=O)c1cccc2nsnc12)C(=O)N1CCn2c1nc1ccccc12 (stereo unspecified)	5%	-3%	2%	4	0%	1%
C(=N\c1nccs1)/Nc1nccs1	-14%	?	9%	2	2%	-7%
Cc1cccc(NCN2C(=O)C3C4C=CC(C4)C3C2=O)c1 (stereo unspecified)	-12%	-2%	3%	?	2%	0%
O=C(Nc1ccccc1)c1ccccc1CCc1ccccc1	-33%	-5%	3%	-11	4%	0%
CC(C)c1cccc(C(C)C)c1NC1=NS(=O)(=O)c2ccccc21	nt	25%	nt	-3	2%	nt
CCC(=O)NNc1ncnc2c1cnn2-c1ccccc1	-20%	2%	22%	-14	-5%	1%
CNC(=S)Nc1ccc([N+](=O)[O-])cc1C	-22%	0%	-3%	1	10µM*	1%
COCCN1CCn2c(nc3cc(NC(=O)c4cccs4)ccc32)C1	-6%	-3%	2%	68	18µM*	-11%
Cc1cc(C)n2nc(CNC(=O)c3c(F)cccc3F)nc2n1	nt	3%	nt	0	0%	nt
Cc1c(C(=O)N2CCCC2)sc(NC(=O)c2cccc(Cl)c2)c1C#N	-21%	0%	-3%	-37	9%	2%
Cc1ccc(CN2CCS(=O)(=O)CC2)cc1	-7%	-8%	-7%	23	9%	-2%
CCCn1nnnc1SCC(=O)N1CCOCC1	-15%	?	16%	-1	0%	-3%
CCOC(=O)N1CCN(S(=O)(=O)c2ccc3[nH]cc(C(=O)O)c(=O)c3c2)CC1	-20%	0%	10%	59	4%	6%
CCc1ccccc1NC(=O)CCCN1C(=O)CCn2nc(-c3cn(C)c4ccccc34)cc21	nt	9%	nt	9	-3%	nt
O=C(CNc1cccc(Cl)c1)c1ccc(Br)cc1	-35%	-9%	-2%	-2	3%	5%
CCc1cccc(C)c1NC(=O)C1CCN(S(=O)(=O)c2cccc3nonc23)CC1	nt	24%	nt	-22	-1%	nt
O=C(Nc1cccc2c1CCCC2)c1cccc(F)c1	-28%	?	-8%	-12	-2%	3%
COc1cc(NC(=O)c2ccc3c(Cl)c4c(nc3c2)CCC4)cc(OC)c1OC	nt	4%	nt	12	-13%	nt
Clc1ccc2[nH]c3c(NCCCN4CCOCC4)ncnc3c2c1	18%	-11%	17%	78	-20%	4%
COc1cc2c(cc1OC)-c1cc(OCCN3CCOCC3)nc(=O)n1CC2	-4%	-4%	16%	29	-11%	10%
CSCCC(NS(=O)(=O)c1ccccc1F)C(=O)NNC(=O)c1csc(N2CCOCC2)n1 (stereo unspecified)	-12%	-11%	80%[activator]	-10	0%	nt
CCN(c1ccccc1)S(=O)(=O)c1ccc(Oc2ccccc2C(C)=O)nc1	-30%	nt	-4%	-22	nt	nt
COc1ccc(C(=O)NC(=S)Nc2ccc(NC(=O)c3ccco3)cc2)cc1[N+](=O)[O-]	-18%	?	14%	?	-9%	-16%
CCN(CC)S(=O)(=O)c1ccc(NS(=O)(=O)CC23CCC(CC2=O)C3(C)C)cc1 (stereo unspecified)	-14%	-6%	-4%	-7	0%	4%
COc1ccc(S(=O)(=O)Nc2cccc(S(=O)(=O)N3CCCCC3)c2)cc1	-10%	nt	-3%	20	nt	nt
Cc1ccc(S(=O)(=O)NC(CC(C)C)C(=O)NCC(C)(C)N2CCOCC2)cc1 (stereo unspecified)	33%	?	4%	-3	9%	nt
Cc1cc(C)cc(C(=O)N(CCc2ccccc2)C2CC3CCC(C2)N3C)c1 (stereo unspecified)	36%	-9%	-3%	-28	-33%	-17%
Cc1ccc(C(=O)n2nc(C)c(S(=O)(=O)N3CCOCC3)c2C)cc1C	nt	-4%	nt	30	-13%	nt
O=C(Nc1ncccc1O)c1ccc(S(=O)(=O)Nc2ccccc2)cc1	-31%	-16%	89%[activator]	-12	3%	nt
CCCSCCCNC(=O)Cn1c(-c2cccs2)cc2ccccc21	nt	-4%	nt	-9	-2%	nt
O=C(/C=C\NCC(=O)c1ccccc1)c1ccc(F)cc1	18µM*	1%	-10%	1	?	-12%
COc1cc(C(=O)N2CCN(S(=O)(=O)c3ccc(F)cc3)CC2)cc(OC)c1OC	23%	?	-5%	-7	95%[activator]	0%
Brc1ccc(OCc2nc3ccccc3[nH]2)cc1	-22%	-1%	4%	102	-2%	-28%
CC1C(=O)N2CCCc3cc(S(=O)(=O)N4CCN(c5cccc(Cl)c5)CC4)cc1c32 (stereo unspecified)	114%[activator]	-14%	-3%	-25	-1%	nt
CC(O)C(O)C(O)C(O)C1NCCS1 (stereo unspecified)	-12%	-18%	14%	?	-25%	-4%

4 entries drawn at random from the list so far:
SMILES	AmpC no deterg	AmpC detergent	AMA1 RON2 block	HCMV antiviral	Sm TGR block	FBPA Giardia inh
O=C(Nc1ncccc1O)c1ccc(S(=O)(=O)Nc2ccccc2)cc1	-31%	-16%	89%[activator]	-12	3%	nt
CC(C)C(NS(=O)(=O)c1cccc2nsnc12)C(=O)N1CCn2c1nc1ccccc12 (stereo unspecified)	5%	-3%	2%	4	0%	1%
CCCSCCCNC(=O)Cn1c(-c2cccs2)cc2ccccc21	nt	-4%	nt	-9	-2%	nt
CC(=O)Oc1ccccc1C(=O)Nc1ncc([N+](=O)[O-])s1	-11%	1%	nt	nt	-17%	?

Next section:
SMILES	AmpC no deterg	AmpC detergent	AMA1 RON2 block	HCMV antiviral	Sm TGR block	FBPA Giardia inh
Cc1ccc(N2CCN(C(=O)c3ccccc3)CC2)c(C)c1	25%	4%	0%	57	6%	6%
Cn1c(=O)c2c(nc(NN=C3CCCC3)n2C)n(C)c1=O	0%	3%	75%[activator]	-14	?	16µM*
CCOC(=O)c1cc(NC(=O)c2ccccc2)c(=O)oc1C(F)(F)F	-24%	-10%	-15%	-29	-24%	11%
O=C(c1ccc2c(=O)n3c(nc2c1)CCCCC3)N1CCN(c2ccccc2)CC1	70%[activator]	-1%	-17%	-16	0%	-2%
O=C(CSC(=S)N1CCSCC1)c1ccc(Cl)cc1	-13%	2%	-21%	36	-1%	-2%
CSc1nnc(-c2ccccc2N=Cc2c(C)[nH]n(-c3ccc4ccccc4c3)c2=O)c(=O)[nH]1	-42%	-2%	22%	92	2%	3%
Cc1ccc(CN(C(=O)c2ccccc2Br)C2CCS(=O)(=O)C2)o1 (stereo unspecified)	nt	16%	nt	36	-5%	nt
CCC(CO)Oc1cc(NCc2ccc(O)cc2)c2ncn(C(C)C)c2c1 (stereo unspecified)	-26%	nt	-5%	3	nt	nt
O=C(Nc1ccccc1)Nc1nc2ccccc2s1	-20%	3%	-15%	9	8%	1%
CSc1nc(-c2ccco2)nn1C(=O)c1ccc(C)cc1	-17%	?	-12%	22	?	-14%
CCC(=O)N1Cc2ccccc2-c2ccccc2C1=O	-13%	5%	10%	nt	-4%	-3%
N=c1c2c(n(Cc3ccc([N+](=O)[O-])cc3)c3c1CCC3)CCCC2	-16%	2%	-3%	-86*	-4%	0%
CC(Cc1ccccc1)NC(=O)/C=C/C(=O)O (stereo unspecified)	-7%	?	-3%	-7	0%	0%
Cc1nc(SCC(=O)Nc2cc(Cl)ccc2[N+](=O)[O-])nc(C)c1C	-7%	?	-15%	12	?	-2%
COc1ccc(N2CCN(CNC(=O)c3ccccc3)CC2)cc1	-13%	-7%	-2%	-24	-24%	3%
